Screens (PubChem BioAssay)
AHR activator: human AHR activation | P35869 | AHR-responsive luciferase reporter cells, luminescence | activation, % at 5 µM | hit rate 2.5% among 320,000 | AID 2796; in the data active means activation above about 47%;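 further: 0% = vehicle wells and 100% = reference agonist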
Target sequence (P35869 whole entry, looked up): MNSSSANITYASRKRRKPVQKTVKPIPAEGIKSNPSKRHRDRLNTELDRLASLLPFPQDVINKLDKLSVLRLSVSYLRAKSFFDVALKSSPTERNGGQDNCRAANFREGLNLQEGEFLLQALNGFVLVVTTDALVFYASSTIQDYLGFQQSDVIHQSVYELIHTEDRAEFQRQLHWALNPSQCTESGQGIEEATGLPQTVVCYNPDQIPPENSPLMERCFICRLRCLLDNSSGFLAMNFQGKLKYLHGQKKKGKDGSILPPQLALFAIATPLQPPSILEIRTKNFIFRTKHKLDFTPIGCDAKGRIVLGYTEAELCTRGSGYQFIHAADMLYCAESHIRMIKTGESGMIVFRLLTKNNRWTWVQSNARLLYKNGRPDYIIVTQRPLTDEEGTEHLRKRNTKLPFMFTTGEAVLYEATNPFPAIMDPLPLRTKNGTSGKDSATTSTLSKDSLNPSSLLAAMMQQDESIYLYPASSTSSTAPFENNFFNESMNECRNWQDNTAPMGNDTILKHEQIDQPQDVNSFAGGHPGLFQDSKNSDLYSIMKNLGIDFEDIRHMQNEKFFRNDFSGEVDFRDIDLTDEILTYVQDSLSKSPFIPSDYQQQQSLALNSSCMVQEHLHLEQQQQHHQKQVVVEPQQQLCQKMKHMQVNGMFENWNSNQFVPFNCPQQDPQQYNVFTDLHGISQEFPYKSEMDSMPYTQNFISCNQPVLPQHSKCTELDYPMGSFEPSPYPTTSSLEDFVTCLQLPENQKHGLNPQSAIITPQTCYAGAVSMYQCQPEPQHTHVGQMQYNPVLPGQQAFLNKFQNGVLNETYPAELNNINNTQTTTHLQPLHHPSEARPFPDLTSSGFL
Efflux pump mplx: antifungal efflux pump inhibition, Nile Red retention; inhibition, % at 10 µM; hit rate 0.44% among 330,000; S. cerevisiae Candida pump triplex;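 active means plate passing quality check with inhibition over a set limit, or well fluorescence over plate mean plus 4 SD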;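 further: Nile Red retained in pooled yeast measured as flow cytometry median fluorescence; 0% = buffer negative control and 100% = Enniatin B positive control; higher means more Nile Red kept so more efflux inhibition; some compounds called inactive have numbers as strong as hits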
AGP1 TOR yeast: yeast TOR pathway AGP1-GFP modulation. S. cerevisiae AGP1-GFP multiplex flow cytometry, 3 h; GFP as percent of DMSO wells. GFP response vs DMSO, % at 10 µM. hit rate 0.02% among 320,000. AID 2066;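 active means GFP response relative to DMSO above a set limit, near screen average plus 3 SD, cut at about 150% in these data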;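 further: median GFP channel fluorescence of the gated AGP1 strain per well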
CR mimetic SO: caloric restriction mimetics inhibiting age-related superoxide in yeast | S. cerevisiae aged cells, superoxide DHE fluorescence; stronger effect = lower value | AID 2690 | hit rate 0.18% among 330,000 | superoxide response (% of plate mean), % at 10 µM;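 active means superoxide response under a set limit, about three screen SD below normal, cut at about 65% in these data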;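 further: yeast aged for seven days with compound at 30 °C before DHE staining; 100% = average MFI of all compound-treated wells on the plate with controls excluded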
MEP2 TOR yeast: yeast TOR pathway MEP2-GFP modulation | S. cerevisiae MEP2-GFP strain, flow cytometry GFP, 3 h; 100% = DMSO control level | GFP response vs DMSO, % at 10 µM | hit rate 0.51% among 330,000 | AID 2016;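 active means GFP response versus DMSO above a set limit, roughly screen mean plus 3 SD, cut at about 180% in these data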;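 further: median GFP fluorescence of the barcode-gated MEP2-GFP cells per well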
LAP4 TOR yeast: yeast TOR pathway LAP4-GFP modulation; S. cerevisiae LAP4-GFP multiplex, flow cytometry GFP, 3 h; median GFP as percent of DMSO wells; GFP response vs DMSO, % at 10 µM; hit rate 0.34% among 320,000; AID 2023;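 active means GFP response vs DMSO above a set limit, about the screen mean plus 3 SD, cut at about 150% in these data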
CIT2 TOR yeast: alters CIT2-GFP fluorescence in TOR pathway yeast screen; S. cerevisiae CIT2-GFP strain, flow cytometry, 3 h; 100 means same as DMSO wells; GFP response vs DMSO, % at 10 µM; hit rate 0.065% among 320,000;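 active means GFP response relative to DMSO above a set limit, near the screen mean plus 3 SD, cut at about 150% in these data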;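 further: ratio of well median GFP fluorescence to mean of DMSO wells on the plate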
RPL19A-GFP yeast: modulators of TOR pathway RPL19A-GFP in S. cerevisiae; S. cerevisiae RPL19A-GFP strain, flow cytometry, 3 h; stronger effect = lower value; AID 2025; percent response vs DMSO, % at 10 µM; hit rate 0.3% among 330,000;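 active means percent response vs DMSO below 50%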;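 further: median channel GFP fluorescence of the barcoded RPL19A-GFP strain; ratio of sample median GFP to plate DMSO average so 100% = DMSO; lower means less RPL19A-GFP as with rapamycin TOR inhibition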
An asterisk follows results filed as active; . = not tested or not shown.

SMILES	AHR activator	Efflux pump mplx	AGP1 TOR yeast	CR mimetic SO	MEP2 TOR yeast	LAP4 TOR yeast	CIT2 TOR yeast	RPL19A-GFP yeast
CCOc1ccc(NC(=O)N2CCC(c3nc4ccccc4[nH]3)CC2)cc1	0	0.0	108	108	108	100	104	98
CCCCc1ccc(NC(=O)CC(C)C)cc1	-2	0.0	99	90	103	92	101	104
COC(=O)c1ccccc1NC(=O)CSc1nnnn1-c1ccc(C)cc1C	1	0.4	100	102	100	100	90	100
O=C(O)CN1C(=O)/C(=C\c2ccccc2OCc2ccc(Cl)cc2Cl)SC1=S	82*	0.1	98	104	102	92	98	101
COc1ccc(CN(C)C(=O)C2CC(=O)N(c3ccc4c(c3)OCCO4)C2)c(OC)c1 (stereo not drawn)	1	-0.2	98	90	102	96	104	96
Cc1ccc2nc(-c3ccc(NC(=O)COC(=O)c4ccc([N+](=O)[O-])o4)cc3)sc2c1	-12	0.2	95	97	103	102	94	101
CCC(=O)c1cc2c(C)cc(=O)oc2c(C)c1OC(=O)C(C)C	6	-0.6	95	111	99	88	98	99
Clc1ccc(C(c2nnnn2CCc2ccccc2)N2CCSCC2)cc1 (stereo not drawn)	4	0.3	.	98	88	89	89	93
Cc1ccc2nc(-c3cccnc3)oc2c1	89*	0.1	93	94	97	94	100	97
Clc1cccc(Cl)c1-c1nnc2ccc(N3CCOCC3)nn12	2	0.0	100	110	101	100	95	98
COc1ccc(CN2CCN(C(=O)CC(C)C)CC2)cc1	2	0.1	101	99	111	96	106	107
COc1ccc(-c2nn(-c3ccccc3F)cc2CNCCn2nc(C)cc2C)cc1	14	0.2	105	130	101	91	105	107
COc1cc(C)ccc1OCCOCCOc1cc(C)c(C)cc1Br	6	0.1	99	96	103	105	95	104
Cc1cc(-c2csc3nc[nH]c(=S)c23)cc(C)c1C	2	-0.2	134	87	185*	142	100	97
C/C(=C\CNc1ncnc2nc[nH]c12)CO	-2	-0.2	114	78	119	113	109	104
COc1ccc(OCc2ccc(C(=O)N3CCOCC3)cc2)cc1	0	0.2	96	94	98	97	94	98
COc1cc(C2NC(=S)NC(c3ccccc3)=C2C(C)=O)cc(Br)c1OCC(N)=O (stereo not drawn)	2	-0.1	98	85	106	91	104	105
CCC(C)[C@H](NC(=O)NCc1ccc(S(N)(=O)=O)cc1)C(=O)O (stereo partly drawn)	-2	-0.1	106	91	97	101	106	101
Cc1ccc2nsnc2c1NC(=O)COc1ccccc1F	1	0.2	93	92	97	100	91	98
C=C(C)CSc1nc2ncccc2[nH]1	11	-0.2	102	96	98	106	101	98
N#CCC(=O)N/N=C/c1ccc(Sc2nc3ccccc3s2)o1	24	0.1	98	101	94	97	97	99
Cc1ccc(Cl)cc1NC(=O)C1CCN(S(C)(=O)=O)CC1	8	-0.1	99	110	97	98	102	97
CC(NC(=O)c1cccc(C(F)(F)F)c1)C1CCCO1 (stereo not drawn)	-2	0.0	113	109	113	112	112	113
CCOC(=O)c1c(NC(=O)CCCN2CCOCC2)sc2c1CC(C)(C)OC2	9	-0.2	100	102	92	95	104	99
CCCC(=O)Nc1ccc2c(c1)C(=O)N(CCC(=O)O)C2=O	0	-0.1	101	96	110	101	104	95
Cn1c(=O)c2[nH]c(CN(Cc3ccccc3)Cc3ccccc3)nc2n(C)c1=O	-1	0.5	96	112	99	109	98	93
Cc1ccc(C(=O)Nc2ccc(S(=O)(=O)N3CCCC3)cc2)o1	-1	-0.2	102	95	105	103	108	102
COC(=O)NNC(=O)COc1ccccc1C	1	-0.2	101	101	97	104	97	96
CCOC(=O)c1c(C)[nH]c(C)c1S(=O)(=O)N(C)CC(=O)NCc1ccc(C)cc1	3	-0.1	24	112	104	96	77	99
CC(C)(C)c1nnc(NC(=O)CCn2cnc3ccccc3c2=O)s1	1	-0.1	96	94	101	102	106	91

Results in LAP4 TOR yeast, for some of the entries so far:
| Molecule | LAP4 TOR yeast |
| --- | --- |
| Cc1ccc2nsnc2c1NC(=O)COc1ccccc1F | 100 |
| Cc1cc(-c2csc3nc[nH]c(=S)c23)cc(C)c1C | 142 |

(further entries)
SMILES	AHR activator	Efflux pump mplx	AGP1 TOR yeast	CR mimetic SO	MEP2 TOR yeast	LAP4 TOR yeast	CIT2 TOR yeast	RPL19A-GFP yeast
C=CC[C@@H](CC(=O)NCCO)C(=O)N[C@H](C)COC(=O)[C@@H](CC=C)Cc1ccc(F)cc1	-2	0.4	94	95	90	95	87	94
O=C(Nc1ccc(Oc2ccccc2)cc1)C1CCN(c2ncccn2)CC1	-2	-0.2	105	112	104	105	103	107
CC(=O)c1cccc(NC(=O)C2CCN(C(=O)c3ccc([N+](=O)[O-])cc3)CC2)c1	1	-0.1	100	97	99	95	109	99
CCCN1CCC(NC(=S)Nc2ccc(OC)c(OC)c2)CC1	1	0.1	95	80	96	90	76	104
Cc1cc(OCC(=O)N2CCC(O)(c3ccc(Cl)cc3)CC2)c2c(C)cc(=O)oc2c1	2	-0.1	100	90	99	84	107	99
COc1ccc(N2C(=O)C3C4C=CC(C5CC45)C3C2=O)c([N+](=O)[O-])c1 (stereo not drawn)	-1	-0.1	81	111	77	82	91	89
CCOc1ccc(-c2nc(C#N)c(NC3CC3)o2)cc1	3	-0.1	100	93	107	106	90	97
O=C(/C(=C(\[O-])c1ccccc1)[n+]1ccc2ccccc2c1)c1ccc(Cl)cc1	103*	-0.1	88	124	113	100	82	96
O=C(c1ccc(NC2=NC3CS(=O)(=O)CC3S2)cc1)N1CCN(Cc2ccccc2)CC1 (stereo not drawn)	1	-0.1	97	94	104	103	112	101
O=C1[C@H]2[C@H](C=CC[C@H]2C(=O)N2CCN(c3ccccc3)CC2)CCN1Cc1ccc(Cl)c(Cl)c1	6	0.1	83	114	98	124	89	90
COC(=O)c1sccc1NC(=O)CCC1CCCCC1	0	0.0	98	81	100	98	100	100
O=C1CCc2cc(S(=O)(=O)NCc3ccccc3Cl)cc3c2N1CC3	0	0.1	111	95	104	99	104	105
Cc1ccccc1CN1CCN(CC2CC3C=CC2C3)CC1 (stereo not drawn)	3	0.1	107	86	118	111	109	90
CCC(C(=O)NCC1CCCO1)N(C(=O)CNS(=O)(=O)c1ccccc1)c1ccc(F)cc1 (stereo not drawn)	-2	-0.2	101	100	103	87	102	106
O=C1CCCN1CC(O)CS(=O)(=O)Cc1ccc(Cl)cc1Cl (stereo not drawn)	5	0.4	98	111	99	87	99	102
COc1ccccc1N1CCN(C(=O)C2CCN(S(=O)(=O)c3ccc4c(c3)CC(C)N4C(C)=O)CC2)CC1 (stereo not drawn)	2	-0.1	100	102	93	92	108	97
Cc1cc(OCC(=O)N2CCOCC2)ccc1NC(=O)C1CCCCC1	2	-0.1	118	78	111	101	116	105
CCOc1ccc(C2=C(C=C(C#N)C#N)C(c3ccccc3)c3ccccc3O2)cc1 (stereo not drawn)	-1	0.4	91	92	93	82	79	90
CC(=O)N(C)c1ccc(NC(=S)NCC(C)C)cc1	1	0.0	95	101	102	100	99	94
Cc1ccc(OCC(=O)c2c(O)c3ccccc3oc2=O)cc1C	4	0.0	92	100	93	92	88	89

14 compounds out of the list, sorted by SMILES length, falling.
SMILES	AHR activator	Efflux pump mplx	AGP1 TOR yeast	CR mimetic SO	MEP2 TOR yeast	LAP4 TOR yeast	CIT2 TOR yeast	RPL19A-GFP yeast
O=C1[C@H]2[C@H](C=CC[C@H]2C(=O)N2CCN(c3ccccc3)CC2)CCN1Cc1ccc(Cl)c(Cl)c1	6	0.1	83	114	98	124	89	90
COc1ccccc1N1CCN(C(=O)C2CCN(S(=O)(=O)c3ccc4c(c3)CC(C)N4C(C)=O)CC2)CC1 (stereo not drawn)	2	-0.1	100	102	93	92	108	97
CCC(C(=O)NCC1CCCO1)N(C(=O)CNS(=O)(=O)c1ccccc1)c1ccc(F)cc1 (stereo not drawn)	-2	-0.2	101	100	103	87	102	106
Cc1cc(OCC(=O)N2CCC(O)(c3ccc(Cl)cc3)CC2)c2c(C)cc(=O)oc2c1	2	-0.1	100	90	99	84	107	99
O=C(/C(=C(\[O-])c1ccccc1)[n+]1ccc2ccccc2c1)c1ccc(Cl)cc1	103*	-0.1	88	124	113	100	82	96
CCOc1ccc(C2=C(C=C(C#N)C#N)C(c3ccccc3)c3ccccc3O2)cc1 (stereo not drawn)	-1	0.4	91	92	93	82	79	90
O=C1CCc2cc(S(=O)(=O)NCc3ccccc3Cl)cc3c2N1CC3	0	0.1	111	95	104	99	104	105
Cc1cc(OCC(=O)N2CCOCC2)ccc1NC(=O)C1CCCCC1	2	-0.1	118	78	111	101	116	105
O=C1CCCN1CC(O)CS(=O)(=O)Cc1ccc(Cl)cc1Cl (stereo not drawn)	5	0.4	98	111	99	87	99	102
Cc1ccc(OCC(=O)c2c(O)c3ccccc3oc2=O)cc1C	4	0.0	92	100	93	92	88	89
CCCN1CCC(NC(=S)Nc2ccc(OC)c(OC)c2)CC1	1	0.1	95	80	96	90	76	104
CCOc1ccc(-c2nc(C#N)c(NC3CC3)o2)cc1	3	-0.1	100	93	107	106	90	97
CC(=O)N(C)c1ccc(NC(=S)NCC(C)C)cc1	1	0.0	95	101	102	100	99	94
COC(=O)c1sccc1NC(=O)CCC1CCCCC1	0	0.0	98	81	100	98	100	100

(listing goes on)
SMILES	AHR activator	Efflux pump mplx	AGP1 TOR yeast	CR mimetic SO	MEP2 TOR yeast	LAP4 TOR yeast	CIT2 TOR yeast	RPL19A-GFP yeast
CCC(C)(C)NC(=O)C(c1ccc(OC)cc1)N(CC1CCCO1)C(=O)CCC(=O)Nc1cc(C)on1 (stereo not drawn)	1	0.0	101	95	105	99	101	102
NC(=O)c1ccc(N2CCN(S(=O)(=O)c3ccccc3)CC2)c([N+](=O)[O-])c1	-2	0.1	116	94	104	114	107	95
O=C(CSc1ccc(-c2ccncc2)nn1)N1CCCCC1	8	0.0	103	95	113	105	115	110
C/C(=N\NC(=O)COc1ccc([N+](=O)[O-])cc1)C(C)(C)C	5	0.0	99	101	98	99	99	96
COc1ccc(/C(C)=N/NC(=S)Nc2cc(C)ccc2C)cc1	25	0.1	104	98	97	105	96	101
Cn1c(=O)n(C)c2cc(/C=N/NC(=O)c3cccc(Br)c3)ccc21	32	-0.2	108	99	111	110	91	106
C#CCOCCOCCOCCNc1nc(N2CCN(C(=O)[C@H](CCCCN)n3cc([C@@H](N)C(C)CC)nn3)CC2)nc(N2CCN(C(=O)[C@H](CCCCN)n3cc([C@@H](N)CO)nn3)CC2)n1 (stereo partly drawn)	-2	-0.1	94	122	100	119	115	105
CCCC1=Nc2cc(C(=O)NCCN3CCCC3)ccc2Sc2ccccc21	0	0.0	109	98	102	110	107	102
COc1ccc(S(=O)(=O)N(CCCN2CCOCC2)Cc2ccc(OC)c(OC)c2)cc1	-3	0.0	103	86	106	107	103	101
COc1cccc(C2C(C#N)=C(N)Oc3c2oc(CO)cc3=O)c1 (stereo not drawn)	2	0.0	94	104	96	92	93	91
Cc1ccc(OCC(=O)NCc2ccc3c(c2)OCO3)c([N+](=O)[O-])n1	8	-0.1	92	103	101	95	114	103
CNC(=O)c1c(NC(=O)c2ccco2)sc2c1CCCC2	5	-0.2	90	93	102	104	88	99
O=C(O)CNC(=O)c1ccc(S(=O)(=O)N2CCOCC2)cc1	-3	-0.1	100	92	104	100	103	97
COc1ccc(NC(=O)C(C)N2CCN(C)CC2)cc1 (stereo not drawn)	2	0.3	97	89	98	99	103	104
